# Source: PubChem
# L929 necroptosis – L929 zVAD cell death inhibition; L929 zVAD necroptosis rescue, ATP luminescence, 24 h; with zVAD 60 µM; viability rescue, % at 10 µM; hit rate 0.38% among 220,000; AID 1377;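 active = activation, scaled between plate controls, above about 75%, limit read from the data; inactive = activation under that limit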;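 also: 0% = zVAD with DMSO and 100% = DMSO alone without zVAD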
# FXIa inh 1536 – blocks human coagulation factor XIa protease activity. P03951. purified FXIa, Boc-Glu-Ala-Arg-AMC fluorogenic substrate. inhibition, % at 5 µM. hit rate 0.14% among 220,000. AID 798;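 active = inhibition of at least 40%; inactive = inhibition below 40%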;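 also: fluorescence of freed AMC excited at 355 nm; 0% = enzyme without compound and 100% = no enzyme blank; many of its hits are not listed in these tables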
# thrombin 1536 – thrombin (human) inhibition. AID 1046. alpha-thrombin, Boc-VPR-AMC fluorogenic substrate cleavage. hit rate 0.26% among 220,000. inhibition, % at 5 µM. P00734;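 active = inhibition at or above 40%; inactive = inhibition below 40%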;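 also: 0% = enzyme with no compound and 100% = wells without enzyme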
#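 System: human alpha-thrombin protein; Compound dosing: one concentration per compound, 5 µM, with 0.2% DMSO; Timing: reaction at room temperature; Technique: AMC fluorescence, 355/460 nm; Controls: enzyme without compound as high, wells lacking enzyme as low.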
# TNF death inh – TNF-alpha cell death inhibition in Jurkat FADD-/- cells | hit rate 0.068% among 220,000 | activation (protection from cell death), % at 10 µM | Jurkat FADD-/- TNF necroptosis rescue, ATP luminescence, 24 h; 0 = TNF only, 100 = no-TNF cells;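 active = activation, meaning protection from cell death, of at least 50% relative to plate controls; inactive = activation below 50%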;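 also: necroptosis triggered by 40 ng/mL TNF-alpha added together with compound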
# FXIIa inh 1536 – factor XIIa (human) inhibition; inhibition, % at 5 µM; AID 800; purified FXIIa, Boc-QGR-AMC fluorogenic substrate, 2 h; hit rate 0.3% among 220,000; P00748; in the data active = inhibition above about 40%;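 also: 0% = enzyme with no compound and 100% = blank without enzyme; many of its hits are not listed in these tables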
# Target sequence (P00748 20-372 limits assumed): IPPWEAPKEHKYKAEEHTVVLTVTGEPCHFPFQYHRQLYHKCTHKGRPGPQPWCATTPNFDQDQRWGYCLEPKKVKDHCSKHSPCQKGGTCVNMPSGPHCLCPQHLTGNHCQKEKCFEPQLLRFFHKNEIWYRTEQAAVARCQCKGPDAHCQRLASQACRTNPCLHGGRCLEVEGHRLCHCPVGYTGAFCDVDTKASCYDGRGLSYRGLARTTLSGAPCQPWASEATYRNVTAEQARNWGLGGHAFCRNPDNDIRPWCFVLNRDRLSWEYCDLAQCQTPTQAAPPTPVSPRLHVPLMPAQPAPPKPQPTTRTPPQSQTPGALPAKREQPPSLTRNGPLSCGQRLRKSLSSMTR
# Target sequence (P00748 373-615 limits assumed): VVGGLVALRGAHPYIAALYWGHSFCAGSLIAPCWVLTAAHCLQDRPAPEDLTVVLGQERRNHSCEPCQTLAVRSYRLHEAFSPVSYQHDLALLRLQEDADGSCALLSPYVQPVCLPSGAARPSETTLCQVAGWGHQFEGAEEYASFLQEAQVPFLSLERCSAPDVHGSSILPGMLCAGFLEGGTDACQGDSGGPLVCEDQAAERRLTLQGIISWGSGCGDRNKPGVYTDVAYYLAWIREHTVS
# hK5 inh – inhibitors of human kallikrein 5. Q9Y337. recombinant hK5, fluorogenic AMC substrate cleavage. inhibition, % at 5 µM. hit rate 0.59% among 210,000. AID 873;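 active = inhibition of 40% or more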;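 also: 0% = enzyme controls without compound and 100% = no-enzyme blanks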
# Hck Nef HTS – inhibitors of human Hck kinase activated by Nef. Recombinant Hck-YEEI plus Nef, Z-Lyte FRET kinase assay. inhibition, % at 20 µM. hit rate 0.68% among 220,000. AID 463187;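 active = Hck-Nef kinase inhibition above about 50%, limit read from the data; inactive = inhibition below that limit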;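 also: 0% = DMSO with Hck plus Nef and 100% = Hck alone without Nef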
# Rad51 HR inh – Rad51 (human) homologous recombination inhibition | hit rate 0.085% among 200,000 | hRad51 DNA strand exchange, fluorescence dequenching | inhibition, % at 10 µM;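 active = inhibition above 40% at the single screening dose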;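 also: 0% = DMSO control wells and 100% = blanks with heterologous ssDNA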
# Target sequence (Q06609 whole entry, looked up): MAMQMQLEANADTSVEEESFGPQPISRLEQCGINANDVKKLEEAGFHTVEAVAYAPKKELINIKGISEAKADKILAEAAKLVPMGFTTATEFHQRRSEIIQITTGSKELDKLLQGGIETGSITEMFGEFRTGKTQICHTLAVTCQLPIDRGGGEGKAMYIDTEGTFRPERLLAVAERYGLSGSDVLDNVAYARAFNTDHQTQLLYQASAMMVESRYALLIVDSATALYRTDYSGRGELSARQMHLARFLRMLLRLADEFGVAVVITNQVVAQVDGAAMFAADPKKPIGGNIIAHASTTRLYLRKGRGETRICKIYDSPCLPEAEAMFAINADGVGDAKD
#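 Material: hRad51 filaments on single-stranded DNA; Reagent: Donor/quencher-labelled 47-bp dsDNA substrate; Compound: 10 µM final, single point; Schedule: 37 °C 15-min filament assembly, 30-min compound preincubation, 15-min exchange; Technique: FRET fluorescence, excitation 485 nm, emission 520 nm; Benchmarks: control wells and blank wells on each plate.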
# Cl transport mod – modulates chloride dependent transport by human KCC2 | Q9H2X9 | KCC2 cells, thallium flux FluoZin-2 fluorescence | hit rate 2.2% among 190,000 | AID 1456 | B-score of Tl+ flux slope (higher = more flux/activation; lower = inhibition) at 10 µM;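 active = thallium flux slope and its plate-corrected score both differing from the plate sample mean at a set confidence after two filtering rounds, in either direction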;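 also: slope of fluorescence scaled to starting intensity during 10 to 20 s after thallium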
# An asterisk follows results filed as active; · = not tested or not shown. Not all compounds are listed, so the mix of outcomes need not match the whole.
SMILES,L929 necroptosis,FXIa inh 1536,thrombin 1536,TNF death inh,FXIIa inh 1536,hK5 inh,Hck Nef HTS,Rad51 HR inh,Cl transport mod
O=C(N/C(=C/c1ccco1)C(=O)N1CCOCC1)c1cccs1,-0.5,-5,-4,-0.4,0,-5,18,-14,0.092
O=C(O)c1ccc(N2CCS(=O)(=O)CC2)cc1,5.4,-11,-6,0.4,6,-2,22,-1,0.27
CC(=O)c1ccc(NC(=O)C(C)Nc2ccc(Cl)cc2)cc1 (stereo not drawn),-0.1,-4,-9,3.3,4,-7,16,11,0.34
CCc1c(C)sc(NC(=O)c2cc(C)on2)c1C#N,0.0,2,-2,-3.1,13,-55,0,-5,1.8
CCCOC(=O)CCCN1C(=O)/C(=C2\SC(=S)N(CCCC(=O)OCCC)C2=O)SC1=S,-2.0,7,-1,-20,14,6,29,·,-0.6
Cn1c(=O)oc2cc(S(=O)(=O)NCCC(=O)N3CCc4ccccc4C3)ccc21,-0.9,-8,-1,-0.4,6,-16,3,-10,-0.003
C=CCSc1nc2c(c(C3CC=CCC3)c1C#N)CCC2 (stereo not drawn),-0.4,19,-3,-1.6,24,-6,3,3,0.27
C/C(CC(=O)N1CCN(C=O)CC1)=N\NC(=O)c1cc2ccccc2cc1O,0.4,2,-9,0.8,4,-8,-2,3,0.02
CS(=O)(=O)n1nc(NCc2cccs2)nc1NCc1cccs1,-0.7,3,6,1.1,5,-6,7,5,-0.65
CCO/C=C/C(O)(CNC(=O)c1ccc(C(C)(C)C)cc1)C(F)(F)F (stereo not drawn),48,9,5,3.2,13,0,1,·,-0.71
Fc1nc(F)c(F)c(NCCCNc2c(F)c(F)nc(F)c2F)c1F,0.7,1,4,-1.2,11,3,25,22,-1.1
O=[N+]([O-])c1cc(S(=O)(=O)N2CCCC2)ccc1N/N=C/c1cccs1,1.0,0,2,-2.0,17,5,4,-5,0.4
CC1(C)CC2CC(C)(CN2C(=O)NC(=O)c2ccccc2)C1 (stereo not drawn),3.5,-7,-12,2.2,6,-4,-1,-9,-0.38
COc1cccc(OC)c1/C(O)=C(\C#N)c1nc2ccccc2[nH]1,0.1,4,4,-3.0,12,-1,2,-4,0.065
Cc1ccc(Nc2nc(C)cc(C)c2C(N)=O)cc1,1.3,-1,1,0.8,10,-1,-21,5,·
CNC(=S)Nc1cc(Cl)ccc1Oc1ccccc1,-0.3,8,-4,-2.4,14,-14,3,3,0.35
Cc1cc(NC(=O)C2COc3ccccc3O2)no1 (stereo not drawn),48,-3,6,90*,5,1,-5,5,1.6
CN(C1CCCCC1)S(=O)(=O)c1ccc(Cl)c(C(=O)O)c1,0.3,-2,-13,1.8,-3,-9,1,-2,-0.62
Cc1ccc(CNS(=O)(=O)/C=C/c2ccc3c(c2)OCO3)cc1,0.0,7,1,-5.7,18,-6,2,-5,-1.9
Cc1cccc(C)c1NC(=O)C(c1cccs1)N(Cc1ccco1)C(=O)Cn1nnc2ccccc21 (stereo not drawn),0.2,2,-10,0.4,1,1,-7,-9,-0.42
COc1ccc(S(=O)(=O)NCCSC(C)(C)C)c(Cl)c1Cl,0.1,-16,1,2.9,16,9,-1,-2,·
O=S1(=O)NC2CCCCCN2c2ccc(F)cc21 (stereo not drawn),-0.3,-2,-2,-2.3,9,-5,1,-4,1.3
COc1ccc(S(=O)(=O)NCCSCc2cccs2)cc1,-0.8,-10,-5,2.0,-7,-1,6,-6,·
O=C(CNC(=O)c1ccc(S(=O)(=O)N2CCCC2)cc1)N/N=C/c1c(Cl)cccc1Cl,26,24,-3,23,3,-6,-3,9,0.8
c1nc(Nc2ccc(N3CCOCC3)cc2)c2ccsc2n1,1.8,4,-3,3.1,7,2,8,8,·
COc1ccc(OC)c(/C=C2\S/C(=N/NC(=O)c3ccc4ccccc4c3)NC2=O)c1,1.2,9,6,1.5,-2,-47,25,-38,-3.1
CCC(Cc1ccccc1)NCc1c(C(=O)O)c(C)n(Cc2ccccc2)c1C (stereo not drawn),1.8,-5,-9,1.3,5,-10,24,-4,-1.2
COc1ccc(NC(=O)COC(=O)c2ccc(O)cc2)c([N+](=O)[O-])c1,5.6,-4,0,0.2,3,-2,19,·,0.53
Cc1nn(C2CCS(=O)(=O)C2)c(Cl)c1/C=C/C(=O)OCC(N)=O (stereo not drawn),-0.4,2,5,-0.6,10,-3,2,1,0.56
CCOC(=O)C(C(=O)OCC)C(C(=O)OCC)N1CCOCC1 (stereo not drawn),0.8,7,2,-5.6,16,11,-20,-4,0.012
COc1ccc2[nH]c(=S)[nH]c2c1,0.3,-2,-12,-0.5,-1,-8,0,-4,·
COc1ccc(NC(=O)CNS(=O)(=O)c2ccc(Cl)cc2)cc1OC,0.8,22,8,8.5,31,-7,4,-54,·
N#CCC(=N)N1CCN(c2ccccc2)CC1,0.1,-1,-8,-3.6,10,-8,1,18,·
COc1ccc(C(=O)NCCC2=CCCCC2)cc1[N+](=O)[O-],1.7,0,6,0.1,3,-12,2,4,-0.24
Cc1cc2c(c(=O)o1)C(C13C=CC(CC1)C3)C(C#N)=C(N)O2 (stereo not drawn),-0.3,0,-11,-3.0,-1,-1,1,0,0.097
CC12CCC(C(=O)NCCCN3CCOCC3)(OC1=O)C2(C)C (stereo not drawn),1.6,-6,-3,0.0,2,-3,7,-1,0.39
CCCCC1=CC2=C(c3ccco3)C(=O)C(C)(OC(=O)c3ccc(OC)cc3)C(=O)C2=CN1c1ccccc1 (stereo not drawn),-0.2,-1,-3,-5.9,8,-1,28,-4,-0.027
CCC(=O)Nc1cccc(NC(=O)CSc2nnc(-c3ccc(NS(C)(=O)=O)cc3)n2CC)c1,0.6,-8,-3,-0.6,-2,9,-1,2,-0.73
C=CCNc1cc(N2CCCC2)ccc1[N+](=O)[O-],0.9,3,-3,-0.5,10,3,25,16,-1.1
O=S(=O)(c1ccc(F)cc1)c1nc(-c2ccccc2F)oc1N1CCCCC1,0.4,3,5,0.6,19,-1,6,-5,-0.36
O=C(Nc1ccc2c(c1)OCO2)c1cncc(Br)c1,0.2,1,-5,-0.3,8,3,1,2,-1.2
O=c1c2ccccc2c(-c2n[nH]c(=S)o2)nn1Cc1ccccc1,2.9,3,0,1.4,3,2,-12,8,-4.9*
O=C(N/N=C/c1ccc(Cl)s1)c1ccccc1[N+](=O)[O-],0.0,0,-5,-0.2,3,-3,37,18,0.079
O=C(CCc1nc(-c2ccccc2)no1)NCc1ccco1,0.8,-3,-9,0.3,8,-11,0,18,0.46
CCCCn1c(=O)n(C)c(=O)c2c(C(F)(F)F)cc(-c3ccncc3)nc21,-0.6,-10,-7,-0.5,4,-39,0,-3,·
CNC(=O)c1nn(-c2ccc(C)cc2)ccc1=O,0.1,5,4,-4.3,20,0,2,1,-0.12
CCOc1ccc(N2CC(C(=O)OC)CC2=O)cc1 (stereo not drawn),-0.1,8,4,-1.5,19,-1,0,3,0.36
Cc1cc(C)nc(-n2ncc3c2CC(c2cccc(Cl)c2)CC3=O)n1 (stereo not drawn),-0.1,0,-9,-5.9,-3,-5,15,-7,-0.067
CC1(C)Cc2cccc(C(=O)Nc3ccncc3)c2O1,29,7,-2,-5.3,7,4,10,·,-0.62
O=C(CN1C2CCC1CC(NC(=O)Nc1ccccc1)C2)NCc1ccco1 (stereo not drawn),-0.6,5,4,-0.2,14,-10,-20,-1,0.23
COc1ccc(OC)c(C2C(C(N)=O)=C(C)Nc3nc(CCCO)nn32)c1 (stereo not drawn),2.4,2,2,1.6,10,-3,17,-3,-0.47
CCCCNc1nc2c(S(=O)(=O)c3ccccc3)nnn2c2ccccc12,1.1,1,-3,-0.2,4,-6,20,-2,0.0067
O=C(CNCc1ccc(F)cc1)Nc1ccccc1-c1ccccc1,0.6,6,-7,0.8,13,-16,7,13,0.15
CC(C)n1c(-c2ccco2)csc1=Nc1cccnc1,-0.8,0,-9,-4.1,-2,3,2,-6,·
FC(F)(F)c1cc(-c2ccco2)nc(NCc2cccnc2)n1,4.9,19,-1,-0.3,19,-1,1,·,·
COc1cc(NC(=O)/C=C/c2ccccc2[N+](=O)[O-])cc(OC)c1,0.7,2,-6,2.0,11,-6,2,-7,-0.43
COc1ccc(CCNC(=O)C/C(C)=N/NC(=O)C(c2ccccc2)c2ccccc2)cc1OC,80*,1,-7,36,9,0,18,·,-1.7
O=C(C1CC1)N1CCc2cc(Br)cc(S(=O)(=O)NCCN3CCOCC3)c21,-1.1,8,-6,-0.7,21,-4,-8,2,0.34
CCC(=O)Nc1ccc(C(=O)NNC(=O)COc2cc(C)ccc2C)cc1,85*,4,-9,0.6,13,-2,2,-3,-0.24
Cc1ccc(-n2c(C)cc(C(=O)COC(=O)c3ccc[nH]c3=O)c2C)cc1,-0.4,-1,22,-1.2,10,-2,-2,-1,-0.38

# Taken from the results shown for reference:
SMILES,L929 necroptosis,FXIa inh 1536,thrombin 1536,TNF death inh,FXIIa inh 1536,hK5 inh,Hck Nef HTS,Rad51 HR inh,Cl transport mod
COc1ccc(OC)c(C2C(C(N)=O)=C(C)Nc3nc(CCCO)nn32)c1 (stereo not drawn),2.4,2,2,1.6,10,-3,17,-3,-0.47
CCCCNc1nc2c(S(=O)(=O)c3ccccc3)nnn2c2ccccc12,1.1,1,-3,-0.2,4,-6,20,-2,0.0067
O=C(CNCc1ccc(F)cc1)Nc1ccccc1-c1ccccc1,0.6,6,-7,0.8,13,-16,7,13,0.15
CC(C)n1c(-c2ccco2)csc1=Nc1cccnc1,-0.8,0,-9,-4.1,-2,3,2,-6,·
FC(F)(F)c1cc(-c2ccco2)nc(NCc2cccnc2)n1,4.9,19,-1,-0.3,19,-1,1,·,·
COc1cc(NC(=O)/C=C/c2ccccc2[N+](=O)[O-])cc(OC)c1,0.7,2,-6,2.0,11,-6,2,-7,-0.43
COc1ccc(CCNC(=O)C/C(C)=N/NC(=O)C(c2ccccc2)c2ccccc2)cc1OC,80*,1,-7,36,9,0,18,·,-1.7
O=C(C1CC1)N1CCc2cc(Br)cc(S(=O)(=O)NCCN3CCOCC3)c21,-1.1,8,-6,-0.7,21,-4,-8,2,0.34
CCC(=O)Nc1ccc(C(=O)NNC(=O)COc2cc(C)ccc2C)cc1,85*,4,-9,0.6,13,-2,2,-3,-0.24
Cc1ccc(-n2c(C)cc(C(=O)COC(=O)c3ccc[nH]c3=O)c2C)cc1,-0.4,-1,22,-1.2,10,-2,-2,-1,-0.38
